# Source: PubChem
# USP1 inh: inhibitors of human USP1/UAF1 deubiquitinase; O94782; recombinant USP1/UAF1, Ub-Rhodamine cleavage fluorescence; Potency, µM (doses to about 57.1 µM), for the others: top-dose activity change, negative = inhibition, hits mostly inhibitors; 390,000 tested, 0.23% active; also: potency is read from the fitted curve at half-maximal effect; % is scaled to controls: 0 for no effect and ±100 for the full control effect; nearly all actives have a fitted effect of over 60% in size; inactives centre near -12
#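 High-throughput fluorogenic screen: 1nM USP1/UAF1 complex, Ub-Rho substrate 150nM final, 50mM HEPES pH 7.8 with 0.5mM EDTA, 0.1 mg/ml BSA, 1mM TCEP and 0.01% Tween-20.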
# Vif-APOBEC3G blk: inhibitors of Vif-APOBEC3G interaction. Q9HC16. 410,000 tested, 0.076% active. HeLa A3G-eYFP + Vif (tagged APOBEC3G with the HIV-1 protein that degrades it), YFP fluorescence, overnight. Potency, µM (doses to about 46.1 µM), inactives show at the highest dose activity, negative = active, usual class: inhibitors;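 also: potency is read from the fitted curve at half-maximal effect; % is scaled to controls: 0 for no effect and ±100 for the full control effect; nearly all actives have a fitted effect of over 60% in size; hits raise eYFP signal because A3G escapes Vif-driven loss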
# Target sequence (Q9HC16 whole entry, looked up): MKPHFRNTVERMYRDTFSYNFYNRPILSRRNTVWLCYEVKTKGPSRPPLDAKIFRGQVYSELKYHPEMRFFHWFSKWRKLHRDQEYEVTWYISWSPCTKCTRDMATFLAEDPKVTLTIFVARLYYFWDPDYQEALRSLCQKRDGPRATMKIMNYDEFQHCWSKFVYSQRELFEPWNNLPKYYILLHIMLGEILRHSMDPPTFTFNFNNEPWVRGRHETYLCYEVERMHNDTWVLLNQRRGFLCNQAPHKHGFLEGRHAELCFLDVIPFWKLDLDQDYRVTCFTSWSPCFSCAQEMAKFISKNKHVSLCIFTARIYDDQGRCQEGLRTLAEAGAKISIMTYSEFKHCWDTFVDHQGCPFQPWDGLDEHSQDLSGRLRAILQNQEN
#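 HeLa cells stably expressing Vif and C-terminally eYFP-tagged A3G, seeded overnight at 37 deg C, then exposed to compound by pintool overnight at 37 deg C. Rise in yellow fluorescence (Ex 488/Em 500-530, Acumen) marks blocked Vif-driven A3G degradation.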
# Vif-APOBEC3F blk: blocks the Vif interaction with APOBEC3F. HeLa A3F-eYFP + Vif (tagged APOBEC3F with the HIV-1 protein that degrades it), YFP fluorescence increase. Potency, µM (titrated, usually from 46.1 µM), without a hit: top-dose activity, negative = active. 390,000 tested, 0.2% active; also: potency is read from the fitted curve at half-maximal effect; % of control where 0% means no effect; nearly all actives have a fitted effect of over 65% in size
#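 HeLa cells stably expressing A3F-eYFP plus Vif, plated and incubated overnight at 37 deg C, then exposed to compounds overnight at 37 deg C. Blocked degradation read as raised yellow fluorescence (Ex 488/Em 500-530).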
# RGS4 inh: inhibitors of human regulator of G protein signaling 4; P49798; Transcreener GDP fluorescence polarization, RGS4-accelerated GTP hydrolysis; Potency, µM (titrated, usually from 114 µM), for inactives: at the top dose activity change, negative = inhibition, usual class: inhibitors; 390,000 tested, 0.039% active; AID 504845; also: potency is read from the fitted curve at half-maximal effect; % is scaled to controls: 0 for no effect and ±100 for the full control effect; nearly all actives have a fitted effect of over 75% in size; some results filed as inactive show a strong effect at the top dose
#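 MLSMR compounds (23 nl, pin-transferred) preincubated 10 min at room temperature with a 500nM (2x) first reagent, then RGS4 at 900nM (2x) plus Transcreener GDP mix added; fluorescence polarization (620/688 nm) read before and after 90 min at 30 °C.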
# LDHA inh: inhibitors of human lactate dehydrogenase A | 480,000 tested, 0.15% active | AID 1347041 | P00338 | purified LDHA, NADH/diaphorase-resazurin fluorescence; active compounds read low | activity change, % (values are at about 110 or 230 µM); in the data active = activity change below about -30%; inconclusive = mostly about -25% to -30%;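 also: plate controls were DMSO wells for no effect and wells without enzyme for full effect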
#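 Human LDH5 at 2 nM final in Tris HCl pH 7.4 with 0.06 mM NADH and 0.2 mM pyruvate, reacted 5 minutes at room temperature. Remaining NADH coupled via diaphorase/resazurin; resorufin fluorescence read at 0 and 20 minutes, normalized to enzyme-free and DMSO wells.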
# mIDH1 inhibitor: inhibitors of human mutant IDH1 R132H | IDH1-R132H enzyme, NADPH consumption, diaphorase/resazurin fluorescence | Potency, µM (doses to about 76.6 µM), inactives show top-dose activity change, negative = inhibition, hits mostly inhibitors | AID 602179 | O75874 | 390,000 tested, 0.093% active; also: potency is read from the fitted curve at half-maximal effect; % is scaled to controls: 0 for no effect and ±100 for the full control effect; nearly all actives have a fitted effect of over 65% in size
#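 IDH1-R132H (0.5 ug/mL) preincubated 30 min with compound, then NADPH (0.016 mM) and alpha-KG (2 mM) added; 80 min at RT, pH 7.5. Remaining NADPH coupled via diaphorase/resazurin to fluorescence (540/590 nm); concentration-response curves normalized to no-enzyme control.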
# TrxR1 inh: rat TrxR1 inhibition | O89049 | recombinant rTrxR1, NADPH fluorescence consumption, selenite substrate | Potency, µM (doses to about 114 µM), inactives show top-dose activity change, negative = inhibition, hits mostly inhibitors | 390,000 tested, 1% active; also: potency is read from the fitted curve at half-maximal effect; % is scaled to controls: 0 for no effect and ±100 for the full control effect; nearly all actives have a fitted effect of over 65% in size
# Target sequence (O89049 whole entry, looked up): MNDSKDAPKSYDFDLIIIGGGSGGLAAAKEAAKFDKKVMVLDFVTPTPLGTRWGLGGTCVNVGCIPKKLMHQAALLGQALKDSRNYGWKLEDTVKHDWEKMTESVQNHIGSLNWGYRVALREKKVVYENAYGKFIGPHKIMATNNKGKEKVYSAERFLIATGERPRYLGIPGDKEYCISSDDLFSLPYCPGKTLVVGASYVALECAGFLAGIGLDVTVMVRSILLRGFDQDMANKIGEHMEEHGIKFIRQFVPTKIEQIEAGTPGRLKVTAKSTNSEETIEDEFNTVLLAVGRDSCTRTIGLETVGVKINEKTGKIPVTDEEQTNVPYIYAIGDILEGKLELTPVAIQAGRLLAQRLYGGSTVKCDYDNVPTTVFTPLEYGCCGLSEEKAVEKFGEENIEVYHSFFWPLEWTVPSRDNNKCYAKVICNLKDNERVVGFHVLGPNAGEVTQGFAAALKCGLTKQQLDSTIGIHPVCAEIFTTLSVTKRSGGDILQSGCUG
#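 Rat TrxR1 (90 nM in the dispensed reagent) was pre-reduced with 400 uM NADPH for 5 min at room temperature, then incubated with compound for 15 min. After 400 uM selenite was added, NADPH fluorescence (Ex 340/Em 450 nm) was followed for 8 min.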
# TrxR1 substrate: rat thioredoxin reductase 1 substrate activity; purified TrxR1 substrate turnover, NADPH consumption readout; Potency, µM (top dose mostly 114 µM), without a hit: at the top dose activity change, negative = substrate turnover; 390,000 tested, 0.01% active; AID 588456; also: potency is read from the fitted curve at half-maximal effect; % is scaled to controls: 0 for no effect and ±100 for the full control effect; nearly all actives have a fitted effect of over 50% in size
#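 Rat TrxR1, dispensed at 90 nM, was prereduced with 400 uM NADPH (final) for 5 min at ~22 deg C, then incubated with compound 15 min before 400 uM selenite. A first-read NADPH fluorescence drop versus no-compound background flagged substrates.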
# Glioma ERSR ind: induces the endoplasmic reticulum stress response in human glioma cells | U87-MG GRP78 promoter luciferase reporter, 16 h | Potency, µM, inactives show at the highest dose activation, usual class: activators | 420,000 tested, 0.02% active; also: potency is read from the fitted curve at half-maximal effect; series mostly up to about 76 µM; % of control where 0% means no effect; nearly all actives have a fitted effect of over 35% in size
#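 Stably transfected U87-MG human glioma cells carrying a GRP78-based luminescent sensor were seeded at 1000 cells/well, pin-dosed with compounds and incubated 16 h. Luciferase reagent was then added, and end-point luminescence was read after 10 min at room temperature.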
# * hit, by the source's call; ? = inconclusive; & = joins results of further samples; [ ] = another dose, or the depositor's remark. Unless noted, calls follow the shape of the dose curve; as a rule, active = well fitted curve in the direction sought with a large enough effect; inconclusive = small, poorly fitted or top-dose-only effect, or another doubt; inactive = no such curve, though single readings can be large; an effect the other way counts as inactive or inconclusive.
SMILES,USP1 inh,Vif-APOBEC3G blk,Vif-APOBEC3F blk,RGS4 inh,LDHA inh,mIDH1 inhibitor,TrxR1 inh,TrxR1 substrate,Glioma ERSR ind
O=C(CNC(=O)c1cccnc1)N/N=C/c1cccnc1,-11%,1%,1%,18%,-8,0%,-10%,-7%,-4%
Cc1ccc(NC(=O)C2C3CC4OC(=O)C2C4C3)cc1Cl (stereo unspecified),-13%,-1%,-14%,-13%,2,3%,17%[57.1 µM],-2%[57.1 µM],1%
O=C1NCN(CCO)CN1,-25%,0%,-6%,-18%,-5,-11%,12%[57.1 µM],5%[2.29 µM],-9%
CC(C)Oc1cc(NC(=O)CS(=O)CC(=O)N(C)C)c(Cl)cc1Cl (stereo unspecified),-22%,1%,-3%,-8%,-8,8%,14%[57.1 µM],2%[57.1 µM],-4%
CC1CN(C(=O)c2ccccc2)C(=Nc2cccc(S(=O)(=O)N(C)C)c2)S1 (stereo unspecified),-9%,-1%,?,-18%,-1,2%,1%,-5%,-2%
COc1ccc2cc1Oc1ccc(cc1)C[C@H]1c3c(cc(OC)c4c3Oc3c(ccc5c3[C@H](C2)N(C)CC5)O4)CCN1C,-24%,7%,-26%,3%,-2,0%[38.3 µM],15%,-2%,-4%
CNC(=O)COC(=O)COc1ccc2c(C)cc(=O)oc2c1,-22%,2%,-16%,-12%,-6,0%,8%,37%[activator],-3%
CCc1nn(CC(=O)NCc2ccccc2Cl)c(=O)c2cc3ccccc3n12,-12%,3%,-13%,-23%,-7,6%,17%,6%,-3%
CC(C)C(=O)Nc1cccc(NC(=O)c2cccc(F)c2)c1,-22%,-5%,0%,-8%,-3,-4%,47%[activator],7%,-3%
CCOC(=O)c1c(NC(=O)CC2SC(N)=NC2=O)sc2c1CCCC2 (stereo unspecified),-8%,-8%,-5%,1%,5,6%,34%[activator],14%,-2%
COc1cccc(C(=O)N2CCN(Cc3ccco3)CC2)c1OC,-1%,1%,-17%,-11%,?,-1%,1%[57.1 µM],4%[57.1 µM],-2%
COc1ccccc1NC(=S)NC(=O)/C=C/c1ccco1,-21%,-24%,-7%,?,1,5%,20µM*,-3%,-1%
CCOC(=O)c1[nH]c2ccccc2c1N=CN(C)C,-5%,-5%,-5%,2%,-2,8%,?,12%,1%
CCc1cc[n+](CC(=O)Nc2ccc(Cl)cc2Cl)cc1,-14%,-5%,19%,13%,-13,-1%,2%[57.1 µM],-3%[57.1 µM],-2%
CN(C(=O)COc1ccccc1)C1CCS(=O)(=O)C1 (stereo unspecified),-25%,-3%,-4%,-8%[11.4 µM],-1,0%,8%,-5%,-4%
O=C(CSc1nccc(=O)[nH]1)Nc1ccc(Br)c(Cl)c1,-25%,-4%,6%,-34%,-8,1%,12%[57.1 µM],-9%[57.1 µM],5%
CCN1C(=O)[C@H]2[C@@H](c3ccc(C)cc3)N3C(=O)N(c4cccc(F)c4)C(=O)[C@@]3(C)[C@H]2C1=O,-25%,2%,7%,-1%,-8,-5%[38.3 µM],-4%,-9%,-3%
CC12CCCCC1=CC(=O)CC2 (stereo unspecified),-1%,-1%,-3%,12%,-5,6%,16%[57.1 µM],8%[57.1 µM],-3%
COC(=O)CCc1ccc(OCC(O)CNC(C)C)cc1 (stereo unspecified),-9%,3%,4%,18%,-3,0%,9%,-4%,-1%&-2%
NC(=O)COC(=O)c1ccc(Cl)c(S(=O)(=O)N(Cc2ccccc2)c2ccc(Cl)cc2)c1,-23%,-19%,-9%,-9%,-1,-8%,21%[57.1 µM],7%[57.1 µM],1%
CN(C(=O)COc1ccc(Cl)cc1Cl)C1(C)CCS(=O)(=O)C1 (stereo unspecified),5%,1%,?,10%,-10,5%,-3%,-6%,-2%
Cc1cc(C)c(C(N)=O)c(NC(=O)Nc2ccccc2)n1,-5%,0%,-11%,-15%,-5,1%,1%[57.1 µM],6%[57.1 µM],-4%
COc1ccc(C(CC(=O)Nc2cc(OC)cc(OC)c2)n2cccc2)cc1 (stereo unspecified),-23%,2%,-7%,-23%,-3,6%,6%[57.1 µM],6%[57.1 µM],-3%
Cc1cc(CNC(=S)Nc2cccc(Cl)c2Cl)nn1C,1%,2%,6%,-15%,-16,13%,-10%,0%,-2%
CCOc1ccc(/C=N/Nc2ccccn2)cc1,-13%,6%,-9%,-1%,-12,1%,12%,5%,-8%
COc1ccc(CCn2c(-c3ccco3)nc3ccccc3c2=O)cc1OC,-22%,2%,-1%,1%,2,4%,-18%[57.1 µM],8%[57.1 µM],-7%
O=C(CCCN1C(=O)/C(=C/c2cccs2)SC1=S)Nc1ccccn1,-15%,2%,0%,?,1,7%,21%[11.4 µM],5%[11.4 µM],-10%
COc1ccc(CCNC(=O)C2CC3Cn4c(nc5cc6ccccc6cc54)C3N2C)cc1 (stereo unspecified),-20%,-2%,2%,15%,1,0%,18%,5%,0%
Cc1ccc(NC(=O)CSc2nc3nccnc3c(=O)n2CCc2c[nH]c3ccccc23)c(C)c1,10%,-8%,1%,-16%,3,-9%,18%,5%[11.4 µM],0%
COc1ccc(S(=O)(=O)Cc2ccc(C(=O)NCCc3ccc(S(N)(=O)=O)cc3)o2)cc1,-17%,4%,2%,-7%,2,8%,7%[57.1 µM],-7%[57.1 µM],-2%
CC1CC1C(=O)Nc1cc(S(=O)(=O)N2CCOCC2)ccc1N1CCCC1 (stereo unspecified),-9%,0%,15%,11%,-9,12%,8%[57.1 µM],4%[57.1 µM],-1%
NC(=O)c1oc2ccccc2c1NC(=O)Cc1ccccc1,0%,0%,-4%,-5%,-5,3%,11%,-2%,-1%
COc1ccccc1N1CCN(CCC(=O)Nc2ccc3c(c2)OCO3)CC1,-5%,-9%,1%,-31%,-6,7%,4%,-4%,-4%
CCN1C(=O)[C@H]2[C@H]3CN=C(SCc4ccccc4)N3[C@@](CC)(C(=O)OC)[C@H]2C1=O,-9%,0%,3%,22%,-1,0%[38.3 µM],11%,2%,-2%
CC(=O)NC(=O)COC(=O)/C=C/c1c(C)nn(Cc2c(Cl)cccc2Cl)c1Cl,-17%,-6%,-2%,-1%,3,6%,17%[57.1 µM],18%,-2%
O=C(CNC(=S)N(CCCN1CCOCC1)Cc1cccs1)NCc1ccccc1,-13%,1%,-2%,9%,-9,-4%,26%,1%,-1%
CC1Oc2ccccc2N(CC(=O)NC2CC2)C1=O (stereo unspecified),-12%,2%,1%,-9%,-3,-6%,-16%,-11%,2%
O=C(O)CCN1CCc2ccccc2C1c1ccncc1 (stereo unspecified),-4%,2%,-7%,3%,-1,2%,-18%,0%,-2%
Cn1c(=O)c2c(nc(SCCN3CCOCC3)n2Cc2cccc3ccccc23)n(C)c1=O,-6%,-7%,0%,10%,-5,8%,5%,-1%,-1%

# Grouped by structure: the entries above containing four or more nitrogen atoms
SMILES,USP1 inh,Vif-APOBEC3G blk,Vif-APOBEC3F blk,RGS4 inh,LDHA inh,mIDH1 inhibitor,TrxR1 inh,TrxR1 substrate,Glioma ERSR ind
O=C(CNC(=O)c1cccnc1)N/N=C/c1cccnc1,-11%,1%,1%,18%,-8,0%,-10%,-7%,-4%
CCc1nn(CC(=O)NCc2ccccc2Cl)c(=O)c2cc3ccccc3n12,-12%,3%,-13%,-23%,-7,6%,17%,6%,-3%
Cc1cc(C)c(C(N)=O)c(NC(=O)Nc2ccccc2)n1,-5%,0%,-11%,-15%,-5,1%,1%[57.1 µM],6%[57.1 µM],-4%
Cc1cc(CNC(=S)Nc2cccc(Cl)c2Cl)nn1C,1%,2%,6%,-15%,-16,13%,-10%,0%,-2%
COc1ccc(CCNC(=O)C2CC3Cn4c(nc5cc6ccccc6cc54)C3N2C)cc1 (stereo unspecified),-20%,-2%,2%,15%,1,0%,18%,5%,0%
Cc1ccc(NC(=O)CSc2nc3nccnc3c(=O)n2CCc2c[nH]c3ccccc23)c(C)c1,10%,-8%,1%,-16%,3,-9%,18%,5%[11.4 µM],0%
O=C(CNC(=S)N(CCCN1CCOCC1)Cc1cccs1)NCc1ccccc1,-13%,1%,-2%,9%,-9,-4%,26%,1%,-1%
Cn1c(=O)c2c(nc(SCCN3CCOCC3)n2Cc2cccc3ccccc23)n(C)c1=O,-6%,-7%,0%,10%,-5,8%,5%,-1%,-1%

# Only part of the results is shown; count on the stated rates, not on these rows.
